Compound activity from PubChem.
GLS inh – blocks human kidney-isoform glutaminase activity; GLS enzymatic activity, qHTS titration; Potency, µM (series often up to 45.5 µM), without a hit: top-dose activity change, negative = inhibition, most hits filed as inhibitors; 0.21% of 410,000 active; also: potency is read from the fitted curve at half-maximal effect; % is scaled to controls: 0 for no effect and ±100 for the full control effect
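Two-point fluorescence kinetic (t0, 30 min RT) for hKGA; glutamate detected via glutamate oxidase–HRP–Amplex Red. Substrate: 1 mM L-glutamine solution; buffer 45 mM KH2PO4, pH 8.2.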
ALOX12 inh – ALOX12 (human) lipoxygenase inhibition | purified 12hLO, xylenol orange hydroperoxide absorbance | Potency, µM (doses to about 108 µM), without a hit: top-dose activity change, negative = inhibition, hits mostly inhibitors | 1.1% of 580,000 active; also: potency is read from the fitted curve at half-maximal effect; % is scaled to controls: 0 for no effect and ±100 for the full control effect
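Hydroperoxide product was detected by ferrous iron/xylenol orange as the 573 to 405 nm absorbance ratio. Arachidonic acid at 40 uM (final) was turned over for 30 min at room temperature by 150 nM human 12hLO, pH 7.0 Hepes buffer, after 15 min compound preincubation.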
BAZ2B block – BAZ2B (human) inhibition. Q9UIF8. AlphaScreen BAZ2B-H3K14Ac peptide displacement. Potency, µM (top dose mostly 114 µM), for inactives: top-dose activity change, negative = inhibition, usual class: inhibitors. 4.4% of 360,000 active. AID 504333; also: potency is read from the fitted curve at half-maximal effect; % is scaled to controls: 0 for no effect and ±100 for the full control effect; nearly all actives have a fitted effect of over 60% in size
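Compounds, titrated to a top concentration of 110 uM, were incubated 30 min at room temperature with preformed BAZ2B/acetyl-K14 H3 peptide complex (50 nM each). Proximity signal was measured by AlphaScreen after 20 min with beads.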
PI4K2A block – inhibitors of human PI4K2A; Q9BTU6; 0.13% of 420,000 active; purified PI4K2A, ADP-Glo luminescence, 1 h; hits give low values; AID 1346378; activity change, negative = inhibition, % at 76.9 µM; in the data active = activity change below about -50%; inconclusive = mostly about -30% to -49%;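 also: -100% = wells without enzyme as full effect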
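Compounds are screened against recombinant PI4K2A using PI as substrate and ATP, the latter dispensed at 300 microM. Reactions run one hour at ambient temperature before ADP-Glo detection; full inhibition defined by wells lacking enzyme.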
ERG-DNA inh – ERG Ets/DNA interaction inhibition. P11308. fluorescence polarization, His-ERG Ets domain / labelled DNA. Potency, µM (highest dose often 76.9 µM), for inactives: at the highest dose FP activity, negative = inhibition, usual class: inhibitors. 0.028% of 370,000 active; active = well fitted inhibition curve with a large enough effect in the polarisation, with a control signal flat; inconclusive = small, poorly fitted or top-dose-only effect, or effect the other way, or a change in a side signal; inactive = no such curve, though single readings can be large or run the other way; the % refers to the polarisation;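 also: polarization taken with two DNA probes labelled with fluorescein and Texas red; potency is read from the fitted curve at half-maximal effect; % of control where 0% means no effect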
Target sequence (P11308 whole entry, looked up, the tested form may be a part): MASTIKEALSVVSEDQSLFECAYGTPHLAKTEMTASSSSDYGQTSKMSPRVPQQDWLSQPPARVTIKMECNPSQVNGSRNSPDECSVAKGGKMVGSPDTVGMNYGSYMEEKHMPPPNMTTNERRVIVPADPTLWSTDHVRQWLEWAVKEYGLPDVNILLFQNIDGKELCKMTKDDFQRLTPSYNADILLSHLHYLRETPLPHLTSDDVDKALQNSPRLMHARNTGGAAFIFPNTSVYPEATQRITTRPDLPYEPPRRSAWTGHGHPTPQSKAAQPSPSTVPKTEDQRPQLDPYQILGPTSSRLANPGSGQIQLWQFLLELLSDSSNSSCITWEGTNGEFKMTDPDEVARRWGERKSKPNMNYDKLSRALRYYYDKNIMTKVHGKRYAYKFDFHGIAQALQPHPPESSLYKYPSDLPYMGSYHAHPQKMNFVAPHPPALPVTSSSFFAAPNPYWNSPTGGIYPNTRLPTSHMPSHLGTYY
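His-tagged ERG Ets domain (1 uM in the protein solution; 300mM KCl, 50mM Tris-HCl, 1mM EDTA, 1mM DTT, pH 7.5) received compound, then a probe mix of 5 nM fluorescein-DNA and 100nM Texas-615-DNA. Fluorescence polarization was read for both dyes.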
JMJD2A Tudor inh – JMJD2A Tudor domain (human) inhibition. O75164. AlphaScreen JMJD2A-Tudor / H3K4me3 peptide binding. Potency, µM (series often up to 114 µM), inactives show top-dose activity change, negative = inhibition, most hits filed as inhibitors. 4.4% of 390,000 active; also: potency is read from the fitted curve at half-maximal effect; % is scaled to controls: 0 for no effect and ±100 for the full control effect; nearly all actives have a fitted effect of over 50% in size
RGS4 inh – inhibitors of human regulator of G protein signaling 4; Transcreener GDP fluorescence polarization, RGS4-accelerated GTP hydrolysis; Potency, µM (top dose mostly 114 µM), for inactives: top-dose activity change, negative = inhibition, actives largely listed as inhibitors; P49798; 0.039% of 390,000 active; also: potency is read from the fitted curve at half-maximal effect; % is scaled to controls: 0 for no effect and ±100 for the full control effect; nearly all actives have a fitted effect of over 75% in size; some results filed as inactive show a strong effect at the top dose
Target sequence (P49798 whole entry, looked up): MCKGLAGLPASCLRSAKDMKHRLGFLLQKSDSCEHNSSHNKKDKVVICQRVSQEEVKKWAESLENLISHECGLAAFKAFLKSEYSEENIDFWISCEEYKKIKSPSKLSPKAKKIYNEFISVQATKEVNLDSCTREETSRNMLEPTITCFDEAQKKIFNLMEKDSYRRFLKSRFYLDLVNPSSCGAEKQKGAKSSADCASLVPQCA
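MLSMR compounds (23 nl, pin-transferred) preincubated 10 min at room temperature with a 500nM (2x) first reagent, then RGS4 at 900nM (2x) plus Transcreener GDP mix added; fluorescence polarization (620/688 nm) read before and after 90 min at 30 °C.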
G9a block – blocks human histone lysine methyltransferase G9a. 8.8% of 350,000 active. AID 504332. Potency, µM (series often up to 102 µM), for inactives: at the highest dose activity, negative = inhibition, usual class: inhibitors. G9a H3K9 monomethylation, AlphaScreen, 2 h. Q96KQ7; also: potency is read from the fitted curve at half-maximal effect; % is scaled to controls: 0 for no effect and ±100 for the full control effect; nearly all actives have a fitted effect of over 75% in size
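Step 1: enzyme (final 20 nM) with compound, 15 min RT. Step 2: substrate peptide 500 nM and SAM 20 uM, 2 h RT. Step 3: anti-H3K9me1 antibody and AlphaScreen beads, 10 min, then plate read.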
HP1b binding inh – inhibitors of HP1-beta chromodomain binding to methylated histone tails | Potency, µM (highest dose often 114 µM), for inactives: top-dose activity change, negative = inhibition, actives largely listed as inhibitors | P83916 | 0.56% of 390,000 active | AlphaScreen HP1-beta / biotin-H3K9me3 peptide binding | AID 540317; also: potency is read from the fitted curve at half-maximal effect; nearly all actives have a fitted effect of over 70% in size; inactives centre near 23
Target sequence (P83916 whole entry, looked up): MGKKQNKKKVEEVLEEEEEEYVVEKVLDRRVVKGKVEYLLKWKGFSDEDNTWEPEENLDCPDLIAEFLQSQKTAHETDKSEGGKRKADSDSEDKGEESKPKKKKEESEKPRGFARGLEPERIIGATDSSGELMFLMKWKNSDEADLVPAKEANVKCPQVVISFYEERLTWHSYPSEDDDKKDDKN
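Compound inhibition of the preformed complex between 50 nM HP1-beta and 50 nM biotinylated H3K9me3 peptide was read by AlphaScreen. Buffer was PBS pH 7.4 with 0.01% Tween-20. Incubations ran 30 min at room temperature, with 10 ug/mL donor/acceptor beads.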
* marks the source's active call; other numbers are inactive results; i = inactive; ? = inconclusive; · = not tested or not shown; & = joins results of further samples; [ ] = dose if it differs, or a comment. Unless noted, calls follow the shape of the dose curve; as a rule, active = well fitted curve in the direction sought with a large enough effect; inconclusive = small, poorly fitted or top-dose-only effect, or another doubt; inactive = no such curve, though single readings can be large; an effect the other way counts as inactive or inconclusive. These rows are one share of the data; count on the stated rates, not on these rows.

entry	structure	GLS inh	ALOX12 inh	BAZ2B block	PI4K2A block	ERG-DNA inh	JMJD2A Tudor inh	RGS4 inh	G9a block	HP1b binding inh
1	Nc1ccc(CCN2CCCC2)cc1	22%	?	-19%	-4	-2%	3%	3%	40µM*	33%
2	O=P1(Nc2cccnc2)COc2ccccc2OC1	-2%	0%	10%	-2	2%	-7%	7%	4%	33%
3	CON(C)C(=O)Nc1ccc(Cl)cc1	0%	0%	5%	0	-7%	-9%	5%	-43%[59 µM]	14%
4	O=C1CC(=O)N(c2ccc(Cl)cc2Cl)C(=O)N1	17%	?	-1%	-3	-1%	-26%	-20%	45µM*	2%
5	CC(=O)OC1C=CC2[C@H]3Cc4ccc(O)c5c4[C@@]2(CCN3C)C1O5 (some centres undefined)	62%[activator]	0%	·	-5	-6%	-9%	17%	·	55%[activator]
6	COc1ccc2c(c1OC)C(=O)OC2c1c(O)n(C2CCCCC2)c(=O)[nH]c1=O (centres undefined)	12%	?	10%	-15	6%	-23%	-25%	?	34%
7	CC(=O)C1(c2ccccc2)CCN(C(=O)C2CCC(=O)N(CCc3cccc(F)c3)C2)CC1 (centres undefined)	-6%	i	-2%	0	?	-6%	-5%	75%[activator]	24%
8	CC(Cc1ccccc1)NCCC(c1ccccc1)c1ccccc1 (centres undefined)	-11%	?	13%	1	-19%	-4%	-3%	-1%[59 µM]	40%[activator]
9	Cc1cc(/C=C2\C(=O)NC(=O)N(c3ccc(F)cc3)C2=O)c(C)n1-c1ccc(C(=O)O)cc1	-7%	?	?	-7	7%	-21%	-34%	·	11%
10	Cc1ccc(OC(F)F)c(N2C(=O)C3C4CCC(O4)C3C2=O)c1 (centres undefined)	0%	170%[activator]	15%	0	2%	3%	-11%	21%[2.33 µM]	32%
11	COc1ccc(-c2nnn(CC(=O)OC3CCCCC3)n2)cc1OC	20%	0%	12%	-1	1%	-3%	21%	20%	65%[activator]
12	O=C1c2cccc3cccc(c23)C(=O)N1/N=C/c1c(O)n(-c2ccccc2)c(=O)[nH]c1=O	-16%	?	?	-4	-4%	-21%	12%	·	16%
13	Fc1ccc(CCNCc2ccc(Cl)c(Cl)c2)cc1	4%	?	17%[57.1 µM]	0	0%	7%	22%	4%[12.7 µM]	39%
14	Nc1ncnc2c1ncn2[C@@H]1O[C@H](COP(=O)(O)CP(=O)(O)O)[C@@H](O)[C@H]1O	-7%	?	·	-54*	0%	79µM*	350%[activator][56.9 µM]	38%[59 µM]	20%
15	COc1ccc(S(=O)(=O)Cc2ccc(C(=O)N3CCC4(CC3)OCCO4)o2)cc1	-9%	-22%	-3%	-3	0%	13%	22%	?	10%

(more compounds)
entry	structure	GLS inh	ALOX12 inh	BAZ2B block	PI4K2A block	ERG-DNA inh	JMJD2A Tudor inh	RGS4 inh	G9a block	HP1b binding inh
16	O=c1[nH]c(O)c(N=Nc2ccc(S(=O)(=O)N3CCOCC3)cc2)c(=O)[nH]1	-3%	?	-27%	-4	6%	-26%	-20%	13µM*	37%
17	CN(CCc1ccccc1)Cc1ccccc1[N+](=O)[O-]	5%	3%	?	-3	4%	-9%	7%	?	50%[activator]
18	CCCCN(Cc1ccccc1)C1CCN(CCc2ccccc2)CC1	-22%	?	-26%	0	-5%	-28%	-23%	-22%[59 µM]	17%[57 µM]
19	COc1ccc(CCn2c(O)c(C=Nc3ccccc3F)c(=O)[nH]c2=O)cc1OC	-2%	-7%	-2%	5	-4%	-8%	-24%	·	20%
20	CCC(C)n1c(C)cc(C(N)=O)c1C (centres undefined)	-2%	8%	·	-3	-3%	?	-8%	-5%	6%
21	O=c1c2cc(Br)ccc2[nH]c(=S)n1-c1ccccc1	1%	9%	-15%	1	2%	-9%	-10%	14%	20%
22	Nc1ccc2cc(Br)ccc2c1	-10%	?	·	5	2%	?	-33%	50µM*	?
23	COC(=O)c1ccc(C(=O)OC)c(NC(=O)Oc2ccccc2)c1	4%	-19%	8%	-1	-5%	13%	-7%	43%[59 µM]	80%[activator]
24	c1ccc(CNC2CN3CCC2CC3)cc1 (centres undefined)	1%	-2%	·	1	10%	-8%	-14%	·	30%[57 µM]
25	COc1ccc(-c2nc(CN3C(=O)CN=C(c4ccccc4Cl)c4cc(Cl)ccc43)c(C)o2)cc1OC	-5%	1%	-10%	2	-1%	-27%	14%	-34%[59 µM]	1%
26	COc1ccc(N2C(=O)CC(N3CC=C(c4ccccc4)CC3)C2=O)cc1 (centres undefined)	-4%	?	-11%	4	12%	-23%	-26%	10µM*	0%
27	O=c1[nH]c(=S)[nH]c(O)c1N=Nc1ccc(S(=O)(=O)N2CCc3ccccc32)cc1	-21%	-19%	-35%	-3	9%	-25%	-19%	-9%	-16%
28	CCOC(=O)c1ccc(NC(c2ccc(N(C)C)cc2)P(=O)(OC(C)C)OC(C)C)cc1 (centres undefined)	10%	-4%	32µM*	-1	9%	50µM*	6%	35µM*	?
29	COc1cc2c(cc1OC)C13CCN4CC5CCOC6CC(=O)N2C1C6C5CC43 (centres undefined)	6%	25%	·	-3	-3%	-29%	-14%	·	10%
30	COC(=O)Nc1nc2ccccc2[nH]1	2%	-9%	·	2	·	-3%	-14%	·	27%

2 of these compounds, set out differently.
21. O=c1c2cc(Br)ccc2[nH]c(=S)n1-c1ccccc1
  GLS inh: 1% | ALOX12 inh: 9% | BAZ2B block: -15% | PI4K2A block: 1 | ERG-DNA inh: 2% | JMJD2A Tudor inh: -9% | RGS4 inh: -10% | G9a block: 14% | HP1b binding inh: 20%
22. Nc1ccc2cc(Br)ccc2c1
  GLS inh: -10% | ALOX12 inh: ? | BAZ2B block: · | PI4K2A block: 5 | ERG-DNA inh: 2% | JMJD2A Tudor inh: ? | RGS4 inh: -33% | G9a block: 50µM* | HP1b binding inh: ?

(continued)
entry	structure	GLS inh	ALOX12 inh	BAZ2B block	PI4K2A block	ERG-DNA inh	JMJD2A Tudor inh	RGS4 inh	G9a block	HP1b binding inh
31	COC(=O)C1=C(c2ccc(F)cc2OCc2ccccc2)C[C@@H]2CC[C@H]1N2C(=O)NC(C)C	-5%	3%	-20%	2	6%	-14%	3%	-9%[2.33 µM]	33%
32	CC(Cc1ccccc1)[n+]1cc(/N=C(\N)[O-])on1 (centres undefined)	2%	?	6%	-10	1%	15%[11.4 µM]	-17%[11.4 µM]	15%	12%
33	c1ccc2c(CCNC3CCCCC3)c[nH]c2c1	0%	?	?	3	-3%	32µM*	-12%	13µM*	79µM*
34	O=C(NC1CCCCC1)N1Cc2ccccc2-n2nncc2C1	0%	11%	·	-3	4%	-11%	28%	·	48%[activator]
35	CCCCn1c(=O)c(C(=O)NCc2ccco2)c(O)c2ccccc21	3%	-11%	12%	-2	-6%	38%[activator]	11%	-27%	84%[activator]
36	CCN1CCN(c2ccc(N)cc2)CC1	9%	6%	-18%	-9	-11%	-28%	16%	40µM*	3%
37	CCCCn1c(=O)c(C=Nc2ccc(Cl)cc2)c(O)n(Cc2ccco2)c1=O	0%	-22%	3%	-22	1%	?	-27%	32%[59 µM]	69%[activator]
38	COc1cccc(N2CCN(C(=O)C3CCCN(S(=O)(=O)c4ccc5c(c4)oc(=O)n5C)C3)CC2)c1 (centres undefined)	9%&21%	9%&0%	-14%	-2&10	-2%&-1%	-19%&-10%	20%&10%	-7%	8%&39%
39	C1CC2NCCC3NCCC(N1)N32 (centres undefined)	-4%	1%	-8%	0	-1%	-12%	-1%	2%[12.7 µM]	15%
40	Cc1ccsc1C(=O)C1CCCN(Cc2cccn2-c2ccccn2)C1 (centres undefined)	-11%	0%	-23%	2	2%	-25%	-3%	-35%	18%
41	CC1CCN(c2nc(-c3ccc(F)cc3)cc(C(F)(F)F)n2)CC1	12%	0%	75%[activator]	4	-1%	89%[activator]	-17%	54%[activator][12.7 µM]	271%[activator]
42	O/N=C/c1c[nH]c2ccccc12	22%	-1%	-7%	-2	4%	-13%	9%	-5%	15%
43	O=C1CSC2(CN3CCC2CC3)N1 (centres undefined)	3%	-9%	-2%	-1	2%	2%	0%	-28%	32%[activator]
44	Cn1c(O)c(C=NC2CCN(Cc3ccccc3)CC2)c(=O)[nH]c1=O	0%	184%[activator]	-19%	-2	4%	-10%	3%	15%	1%
45	CNC(C(=O)c1ccccc1)C(OC)c1ccc(C)cc1 (centres undefined)	-12%	-18%	-2%	4	-6%	-28%	6%	45µM*	32%[activator]
46	S=C(NCCN1CCOCC1)Nc1cccc(Cl)c1	-6%	4%	-1%	-3	-9%	8%	-28%	11%	55%[activator]
47	Cc1ccc2nc3c(cc2c1)CC1(C(=O)N(C)C(=O)N(C)C1=O)C1COCCN31 (centres undefined)	1%	?	1%	2	-3%	-5%	10%	-22%	45%[activator]
48	CCCc1cnc2c(c1SCC(=O)Nc1ccc([N+](=O)[O-])cc1)c(=O)n(C)c(=O)n2C	-15%	?	-16%	1	-13%	-24%	-9%	13µM*	-5%
